# FN deposition inh – fibronectin deposition inhibition; AH1F fibroblasts, Alexa488-fibronectin deposition fluorescence, overnight; inhibition, % at 12.6 µM; 350,000 compounds, 0.086% hits;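 active = mean inhibition across replicates of 30% or more, regardless of how many single replicates reach that level; inconclusive = mean under 30% yet at least half of replicates reach 30%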;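 note: positive control wells lacked labelled fibronectin entirely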
#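 Material – AH1F fibroblast monolayer, labelled fibronectin deposition · Reagent – labelled fibronectin 24 nM · Timing – 1 h adhesion, overnight exposure · Measured by – fluorescence at 485 nm excitation, 525 nm emission · Read-out – inhibition of fibronectin deposition signal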
# EWS-Fli block – EWS/Fli transcriptional activity inhibition; A673 NR0B1-luciferase reporter, viability-normalised; inhibition, % at 12.6 µM; AID 651661; 350,000 compounds, 0.67% hits;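 active = mean inhibition of at least 50% after viability correction, with every replicate also passing that limit; inconclusive = mean reaches 50% but only one of two replicates passes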;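 note: firefly luciferase signal divided by Alamar Blue viability fluorescence both relative to DMSO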
# CFTR F508del cor – CFTR F508del correction in bronchial cells; CFBE cells, YFP halide quenching; stimulated with forskolin plus potentiator P3; % fluorescence drop versus neutral controls; 350,000 compounds, 0.36% hits; activity (quench increase), % at 7.58 µM;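 active = mean added fluorescence quench of at least 8% versus neutral control, with both replicates also reaching 8%; inconclusive = only one of the mean or replicate conditions met; inactive = mean below 8% and not both replicates reaching 8%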;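 note: cells transiently co-express mutant CFTR-F508del with the halide-sensitive YFP; corrector assay measuring rescue of mutant channel to the surface after 24 h compound exposure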
# PAX8 inh HTS – lowers PAX8-driven luciferase in RMG-I cells. inhibition, % at 12.6 µM. 360,000 compounds, 1.2% hits. AID 652154. RMG-I TPO-luciferase reporter, SteadyGlo, 24 h;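 active = mean replicate inhibition at least 60% with every replicate also reaching 60%; inconclusive = only one of the two criteria is met; inactive = mean below 60% and not all replicates reaching 60%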;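 note: luciferase light reporting Pax8 driven TPO promoter activity; plate controls were median of neutral control wells for no effect and mitoxantrone controls for full effect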
# DENV2 CPE – protects cells from dengue virus 2 cytopathic effect | DENV2-infected cells, cytopathic effect rescue, plate reader | CPE inhibition, % at 9.99 µM | 350,000 compounds, 1.7% hits | AID 651640; in the data active = CPE inhibition above about 20%, passing the limit was not always enough; inconclusive = no clear call, values can overlap the other calls; tested in BHK-21 cells;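 note: 0% = median of neutral control wells and 100% = median of positive control wells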
# miR122 inh – inhibitors of miR-122 in Huh7 cells; activation (reporter increase), % at 12.5 µM; 340,000 compounds, 0.3% hits; Huh7 miR-122 Renilla luciferase sensor, 48 h; neutral wells = 0, positive control = 100;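 active = mean replicate activation score at least 90 and every replicate individually at or above 90; inconclusive = only one of the two criteria met; inactive = neither criterion met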;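 note: higher luciferase means less miR-122 activity so hits act as miR-122 inhibitors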
# GSIS activator – GLuc luminescence reporter in INS-1E cells, primary screen for activators of glucose-dependent secretion of insulin; INS-1E GLuc reporter insulin secretion, 2-3 h; activation, % at 16.6 µM; 370,000 compounds, 0.61% hits; AID 743287;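 active = lowest replicate activation of at least 40%, so every replicate reaches that level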;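 note: 0% = median of neutral control wells and 100% = median of IBMX positive control wells; some compounds called inactive have numbers as strong as hits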
# Numbers without * were called inactive; ? = inconclusive; . = no result given; [ ] = dose if it differs, or a comment.
# Labels used below – A = FN deposition inh; B = EWS-Fli block; C = CFTR F508del cor; D = PAX8 inh HTS; E = DENV2 CPE; F = miR122 inh; G = GSIS activator
COc1ccccc1-c1cnc2c(c1)C(=O)N([C@H](C)CO)C[C@@H](C)[C@@H](CN(C)C(=O)c1ccccc1)O2
  A: -15	B: -15	C: -0.7	D: 0	E: 0	F: -3[16.7 µM]	G: 13

N#C/C(=C\c1cccs1)C(=O)c1ccccc1
  A: -3	B: 5	C: -1.4	D: -28	E: ?	F: .	G: -6

CCn1c(C)c(C(C)=O)c(N2CCCC2)nc1=S
  A: 1	B: .	C: .	D: -14	E: .	F: 6	G: .

CN(Cc1ccccc1Cl)C(=O)CCNC(=O)c1ccco1
  A: -2	B: -2	C: 0.2	D: -15	E: 2	F: -1	G: -2

COc1ccc(C(=O)/C=C/c2cc(C(=O)O)cc3c2OCOC3)c(O)c1
  A: -5	B: 7	C: -0.6	D: 2	E: -6	F: -13	G: -7

O=C(Nc1ccccc1F)N1CCCCN2[C@H](CO)[C@H](c3ccc(-c4cccnc4)cc3)[C@@H]2C1
  A: .	B: .	C: 0.5	D: 3	E: -3	F: 0[16.7 µM]	G: 7

CC1CCCCC1NC(=O)c1ccc(NS(=O)(=O)c2ccc3[nH]c(=O)[nH]c3c2)cc1 (configuration not stated)
  A: 3	B: 0	C: -1.7	D: 0	E: -6	F: 6	G: 13

O=c1[nH]c2cccc(F)c2n2cccc12
  A: 6	B: 2	C: -4.8	D: -6	E: 0	F: -1	G: 52

COc1nnc(-c2ccc(N3CCCCC3)c(NC(=O)COc3ccccc3)c2)c2ccccc12
  A: 0	B: -5	C: 0.9	D: -1	E: 8	F: .	G: 15

COc1cccc(NC(=O)c2ccccc2NS(C)(=O)=O)c1
  A: 7	B: .	C: .	D: -3	E: .	F: -1	G: -17

CCOC(=O)C1C(=O)NC(c2ccccc2)=NC1c1ccc(Br)cc1 (configuration not stated)
  A: 1	B: 0	C: 7.9	D: -2	E: -1	F: -6	G: -10

CN(C)CCCNC(=O)c1cc(C(=O)C2CCCCC2)c[nH]1
  A: 8	B: 12	C: 0.4	D: 12	E: -1	F: 1	G: 18

COc1ccc(CN(C)C[C@@H]2Oc3ccc(NC(=O)Cn4cnnn4)cc3C(=O)N([C@@H](C)CO)C[C@@H]2C)cc1
  A: .	B: .	C: 0.9	D: -16	E: 1	F: -2[16.7 µM]	G: 4

CCN1CCN(c2nnc(-c3ccccc3)c3ccccc23)CC1
  A: 1	B: 2	C: -1.1	D: -3	E: 5	F: 0	G: 11

O=C(Cn1cc([N+](=O)[O-])cn1)Nc1ccc(Cn2cc(Br)cn2)cc1
  A: 11	B: -5	C: .	D: -17	E: -5	F: -15	G: 7

# Filtered by structure: the entries above containing bromine.
# Labels used below – A = FN deposition inh; B = EWS-Fli block; C = CFTR F508del cor; D = PAX8 inh HTS; E = DENV2 CPE; F = miR122 inh; G = GSIS activator
CCOC(=O)C1C(=O)NC(c2ccccc2)=NC1c1ccc(Br)cc1 (configuration not stated)
  A: 1	B: 0	C: 7.9	D: -2	E: -1	F: -6	G: -10

O=C(Cn1cc([N+](=O)[O-])cn1)Nc1ccc(Cn2cc(Br)cn2)cc1
  A: 11	B: -5	C: .	D: -17	E: -5	F: -15	G: 7

# Next entries
# Labels used below – A = FN deposition inh; B = EWS-Fli block; C = CFTR F508del cor; D = PAX8 inh HTS; E = DENV2 CPE; F = miR122 inh; G = GSIS activator
CCS(=O)(=O)N1Cc2ccccc2CC1C(=O)Nc1nc(C)cs1 (configuration not stated)
  A: -9	B: -75	C: 1.1	D: -78	E: -3	F: .	G: -3

COc1ccccc1C(=O)NC(=O)CSc1nc(C)cs1
  A: -5	B: -2	C: 0.3	D: -8	E: 2	F: 0	G: -3

Cc1ccc(S(=O)(=O)N(C)C)cc1NC(=O)Nc1ccccc1
  A: -1	B: 13	C: -3.3	D: 9	E: ?	F: .	G: -13

Nc1ccc(N(CCO)CCO)cc1
  A: -7	B: -14	C: -3.2	D: -3	E: 20	F: .	G: -2

CCOc1ccccc1N1CCN(C(=O)Nc2ccc(F)c(Cl)c2)CC1
  A: 0	B: .	C: .	D: 29	E: .	F: 12	G: .

CCCCCCn1c(=O)n2n(c1=O)C[C@]1(OC(=O)NCc3ccc(OC)c(OC)c3)CN(S(=O)(=O)c3ccc(C)cc3)C[C@]1(O)C2
  A: -4	B: 5	C: -0.8	D: 26	E: 33*	F: -1	G: -36

COc1ccc(-n2nnnc2SCC(=O)Nc2cccc(C)n2)cc1OC
  A: .	B: 3	C: 1.0	D: .	E: 16	F: .	G: 11

O=C(OCC(=O)N1CCCCCC1)c1ccc(Br)c(S(=O)(=O)N2CCOCC2)c1
  A: -1	B: 4	C: -2.1	D: -4	E: 4	F: .	G: -7

CCOC(=O)C1(Cc2cccc(OC)c2)CCCN(Cc2cnn(C)c2)C1 (configuration not stated)
  A: 10	B: -3	C: .	D: 10	E: 0	F: .	G: -3

O=C(NCc1ccco1)c1ccc(Cl)cc1[N+](=O)[O-]
  A: -28	B: 6	C: -1.2	D: 13	E: -1	F: -2	G: 1

CCCCCCCNC1=CC(=O)CC(c2ccco2)C1 (configuration not stated)
  A: 4	B: .	C: .	D: -15	E: .	F: -4	G: .

O=C(C[C@H]1C[C@H]2c3cc(NC(=O)C4CCOCC4)ccc3O[C@H]2[C@H](CO)O1)NCc1ccc(Cl)cc1
  A: 5	B: -2	C: -0.6	D: -10	E: -1	F: 4[16.7 µM]	G: 8

CCC(C)(NC(=O)c1cccc(N2C(=O)CSC2c2ccccc2)c1)C(=O)Nc1ccccc1C (configuration not stated)
  A: -5	B: .	C: .	D: -10	E: .	F: -12	G: .

CCCNC(=O)N1CC2(CCN(C(=O)Cc3cccnc3)CC2)c2c([nH]c3cc(OC)ccc23)[C@@H]1CO
  A: -2	B: -3	C: 0.4	D: .	E: -4	F: .	G: 25

O=C(c1ccc2ccccc2c1)N1CCN(c2ccc([N+](=O)[O-])c(N3CCOCC3)c2)CC1
  A: .	B: 4	C: 2.8	D: .	E: -3	F: .	G: -8

CC(C)(C)OC(=O)N1Cc2ccccc2C[C@H]1C(=O)NCC(=O)Nc1ccc2c(c1)OCCO2
  A: -1	B: 38	C: -5.0	D: -6	E: -1	F: -2	G: -5

O=C(COc1ccc(S(=O)(=O)N2CCCCC2)cc1)Nc1ccccc1F
  A: .	B: .	C: -1.2	D: -6	E: -15	F: 1	G: 12

COCC#Cc1ccc2c(c1)O[C@@H](CN(C)Cc1ccccn1)[C@@H](C)CN([C@H](C)CO)S2(=O)=O
  A: -3	B: 2	C: 1.0	D: -6	E: 16	F: 26[16.7 µM]	G: 26

C[C@H](CO)N1C[C@H](C)[C@H](CN(C)Cc2ccccc2)Oc2cc(-c3cncnc3)ccc2S1(=O)=O
  A: .	B: -8	C: 5.0	D: -21	E: 5	F: -5[16.7 µM]	G: -3

COc1ccc(CNC(=O)COC(=O)/C=C/c2cccc(Cl)c2)cc1
  A: 0	B: 5	C: -5.5	D: -12	E: 5	F: -5	G: 13

C[C@H]1CCCCO[C@H](CN(C)S(=O)(=O)c2cn(C)cn2)[C@@H](C)CN([C@@H](C)CO)C(=O)c2cc(NS(=O)(=O)c3ccc(Cl)cc3)ccc2O1
  A: -6	B: -3	C: 0.0	D: -13	E: 2	F: 0[16.7 µM]	G: 0

COc1ccc(S(=O)(=O)N(C)C[C@@H]2Oc3c(NC(=O)NC(C)C)cccc3C(=O)N([C@H](C)CO)C[C@H]2C)cc1
  A: -24	B: -4	C: -1.2	D: .	E: -6	F: -1[16.7 µM]	G: -13

COc1cc(NC(=O)CCC(=O)OCCCC(F)(F)C(F)(F)F)nc(OC)n1
  A: -6	B: -1	C: 0.8	D: 0	E: -2	F: .	G: -10

COc1ccc(-n2ncc(C(=O)NC3CC3)c2C2CCN(C(=O)OC(C)(C)C)CC2)cc1
  A: 1	B: .	C: 3.5	D: 13	E: 5	F: .	G: -29

O=C(NCc1cccnc1)c1nnc(Cc2ccc(F)cc2)o1
  A: -8	B: 4	C: 2.0	D: -28	E: 19	F: 1	G: .

CCNC(=O)Nc1ccc2c(c1)C(=O)N(C)[C@H]1CC[C@H](CC(=O)NCc3ccc(F)cc3)O[C@@H]1CO2
  A: -7	B: 3	C: 1.0	D: -22	E: 2	F: 2[16.7 µM]	G: -1

COc1ccc(S(=O)(=O)n2nc(OC(=O)c3ccccc3)cc2N)cc1
  A: 3	B: .	C: .	D: 5	E: .	F: -14	G: .

CC(=O)NC[C@H]1[C@H](c2ccc(-c3cccnc3)cc2)[C@@H](CO)N1C(=O)C1CCC1
  A: -3	B: -2	C: 5.4	D: 3	E: 20	F: 0[16.7 µM]	G: 5

COCC(=O)Nc1ccc2c(c1)[C@H]1C[C@@H](CC(=O)NCc3ccncc3)O[C@H](CO)[C@H]1O2
  A: 10	B: 4	C: 7.0	D: .	E: -2	F: -2[16.7 µM]	G: -3

Cc1ccccc1-n1ncc2c(SCC(=O)NC3CCCC3)ncnc21
  A: 2	B: 32	C: -1.4	D: 16	E: -1	F: -3	G: -1

Brc1c(-c2ccc3c(c2)OCO3)nc2ncccn12
  A: 5	B: -50	C: 2.9	D: -35	E: -2	F: 2	G: 51

CC(=O)Nc1ccc(/C=N/NC(=S)NC(C)C)cc1
  A: 10	B: -13	C: 2.3	D: 1	E: 7	F: .	G: 7

CCCCc1nnc(NC(=O)COc2ccc3c(C)cc(=O)oc3c2)s1
  A: 5	B: -4	C: 0.3	D: 19	E: 3	F: .	G: 25

CC(C)=NN1C(=O)c2ccccc2NC1(C)C
  A: 0	B: -38	C: -1.4	D: 12	E: 0	F: .	G: .

O=C(O)c1ccccc1Nc1ccc2nonc2c1[N+](=O)[O-]
  A: 0	B: 7	C: -0.5	D: -9	E: 0	F: .	G: 9

c1ccc2c(C3OCC4(CCCCC4)CO3)cccc2c1
  A: 6	B: -82	C: 0.8	D: -157	E: -7	F: -5	G: -8

COc1ccc(C(=O)CC(CC(=O)c2ccc(OC)cc2)C(=O)O)cc1
  A: 8	B: -1	C: 1.4	D: -4	E: 1	F: .	G: 11

Cc1ccc(C2CC(C(F)(F)F)n3nc(C(=O)Nc4c(C)n(C)n(-c5ccccc5)c4=O)cc3N2)cc1 (configuration not stated)
  A: -5	B: 5	C: 2.0	D: -6	E: -6	F: .	G: .

COCC(=O)N1CC2(CCN(C(=O)c3ccccn3)CC2)c2c(n(C)c3cc(OC)ccc23)[C@H]1CO
  A: .	B: -4	C: -0.9	D: -20	E: 8	F: .	G: 7

N#C[C@@H]1[C@H](c2ccccc2C2=CCCC2)[C@@H](CO)N1C(=O)C1CCCC1
  A: 12	B: -6	C: -1.1	D: 1	E: -14	F: .	G: 1

COc1cccc(-c2nc(NCc3cccnc3)c3ccccc3n2)c1O
  A: 7	B: 12	C: 1.4	D: 15	E: -1	F: 5	G: 68

Cc1nc(NC(=O)C(C)(C)C)sc1C(=O)Cn1cc(CCc2ccccc2)nn1
  A: -8	B: -20	C: 2.3	D: 8	E: 6	F: 1	G: 2

COC(=O)C[C@H]1CC[C@H]2[C@@H](COC[C@@H](O)CN2S(=O)(=O)c2ccccc2OC)O1
  A: 12	B: -6	C: 1.1	D: -7	E: -3	F: -3[16.7 µM]	G: 13

# Arranged by SMILES length (high to low): 3 of the compounds above
# Labels used below – A = FN deposition inh; B = EWS-Fli block; C = CFTR F508del cor; D = PAX8 inh HTS; E = DENV2 CPE; F = miR122 inh; G = GSIS activator
COCC(=O)N1CC2(CCN(C(=O)c3ccccn3)CC2)c2c(n(C)c3cc(OC)ccc23)[C@H]1CO
  A: .	B: -4	C: -0.9	D: -20	E: 8	F: .	G: 7

Cc1nc(NC(=O)C(C)(C)C)sc1C(=O)Cn1cc(CCc2ccccc2)nn1
  A: -8	B: -20	C: 2.3	D: 8	E: 6	F: 1	G: 2

CC(C)=NN1C(=O)c2ccccc2NC1(C)C
  A: 0	B: -38	C: -1.4	D: 12	E: 0	F: .	G: .

# High-throughput results as filed in PubChem.
